CR mimetic SO: reduction of superoxide in aged yeast, primary screen, HTS; S. cerevisiae aged cells, superoxide DHE fluorescence; stronger effect = lower value; superoxide response (% of plate mean), % at 10 µM; hit rate 0.18% among 330,000;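 active means superoxide response under a set limit, about three screen SD below normal, cut at about 65% in these data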;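 further: yeast aged for seven days with compound at 30 °C before DHE staining; 100% = average MFI of all compound-treated wells on the plate with controls excluded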
Efflux pump inh: inhibitors of Candida efflux pumps in yeast, primary screen, S. cerevisiae, Nile Red, multiplex; S. cerevisiae Candida pump triplex; inhibition, % at 10 µM; hit rate 0.44% among 330,000; AID 485275, 2010;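 active means plate passing quality check with inhibition over a set limit, or well fluorescence over plate mean plus 4 SD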;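 further: Nile Red retained in pooled yeast measured as flow cytometry median fluorescence; 0% = buffer negative control and 100% = Enniatin B positive control; higher means more Nile Red kept so more efflux inhibition; some compounds called inactive have numbers as strong as hits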
RPL19A TOR yeast: RPL19A-GFP expression modulators in yeast, primary screen, cell-based, S. cerevisiae, multiplex flow cytometry, MLPCN; hit rate 0.3% among 330,000; percent response vs DMSO, % at 10 µM; S. cerevisiae RPL19A-GFP strain, 3 h; stronger effect = lower value; AID 2025, 2009;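 active means percent response vs DMSO below 50%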;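 further: median channel GFP fluorescence of the barcoded RPL19A-GFP strain; ratio of sample median GFP to plate DMSO average so 100% = DMSO; lower means less RPL19A-GFP as with rapamycin TOR inhibition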
CIT2-GFP yeast: modulators of CIT2-GFP expression in yeast, primary screen, S. cerevisiae, GFP fusion, multiplex flow cytometry, MLPCN library; GFP response vs DMSO, % at 10 µM; S. cerevisiae CIT2-GFP strain, 3 h; 100 means same as DMSO wells; hit rate 0.065% among 320,000;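 active means GFP response relative to DMSO above a set limit, near the screen mean plus 3 SD, cut at about 150% in these data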;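 further: ratio of well median GFP fluorescence to mean of DMSO wells on the plate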
AGP1 TOR yeast: modulators of AGP1-GFP expression in yeast TOR pathway, primary screen, cell-based, multiplex flow cytometry, S. cerevisiae, MLPCN library | AID 2066, 2009 | hit rate 0.02% among 320,000 | GFP response vs DMSO, % at 10 µM | 3 h; GFP as percent of DMSO wells;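 active means GFP response relative to DMSO above a set limit, near screen average plus 3 SD, cut at about 150% in these data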;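 further: median GFP channel fluorescence of the gated AGP1 strain per well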
AHR activator: AHR activators, primary screen, cell-based, luminescence, luciferase reporter, human; Aryl hydrocarbon receptor (Homo sapiens), P35869; AHR-responsive luciferase reporter cells; activation, % at 5 µM; hit rate 2.5% among 320,000; in the data active means activation above about 47%;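 further: 0% = vehicle wells and 100% = reference agonist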
Target sequence (P35869 whole entry, looked up): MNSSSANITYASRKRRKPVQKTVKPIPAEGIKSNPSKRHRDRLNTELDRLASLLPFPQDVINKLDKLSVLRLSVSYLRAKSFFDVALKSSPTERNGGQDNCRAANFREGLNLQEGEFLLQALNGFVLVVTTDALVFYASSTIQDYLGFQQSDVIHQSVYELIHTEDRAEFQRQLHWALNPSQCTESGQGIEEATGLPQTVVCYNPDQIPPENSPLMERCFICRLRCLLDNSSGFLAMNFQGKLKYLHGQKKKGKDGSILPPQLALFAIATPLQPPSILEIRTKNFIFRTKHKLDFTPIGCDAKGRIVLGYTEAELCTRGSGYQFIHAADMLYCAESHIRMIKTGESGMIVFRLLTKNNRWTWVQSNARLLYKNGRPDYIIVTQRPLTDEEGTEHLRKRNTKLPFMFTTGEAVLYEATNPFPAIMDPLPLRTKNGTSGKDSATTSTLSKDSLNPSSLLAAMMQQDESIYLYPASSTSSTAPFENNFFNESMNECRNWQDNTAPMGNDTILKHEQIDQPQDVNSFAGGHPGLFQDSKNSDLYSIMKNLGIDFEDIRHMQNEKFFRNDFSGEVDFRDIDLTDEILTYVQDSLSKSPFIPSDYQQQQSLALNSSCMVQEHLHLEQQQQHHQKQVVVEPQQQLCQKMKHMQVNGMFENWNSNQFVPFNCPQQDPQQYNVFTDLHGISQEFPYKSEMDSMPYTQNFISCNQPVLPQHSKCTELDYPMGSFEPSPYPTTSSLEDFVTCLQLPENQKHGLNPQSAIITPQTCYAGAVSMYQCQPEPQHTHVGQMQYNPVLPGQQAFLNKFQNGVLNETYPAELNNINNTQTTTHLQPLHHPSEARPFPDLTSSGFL
MEP2-GFP yeast: modulators of MEP2-GFP levels in yeast, primary screen, S. cerevisiae, multiplex flow cytometry, MLPCN library | S. cerevisiae MEP2-GFP strain, 3 h; 100% = DMSO control level | hit rate 0.51% among 330,000 | GFP response vs DMSO, % at 10 µM;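 active means GFP response versus DMSO above a set limit, roughly screen mean plus 3 SD, cut at about 180% in these data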;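 further: median GFP fluorescence of the barcode-gated MEP2-GFP cells per well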
LAP4-GFP MLPCN: modulators of LAP4-GFP expression in yeast, primary screen, S. cerevisiae, multiplex flow cytometry, MLPCN library | 3 h; median GFP as percent of DMSO wells | hit rate 0.34% among 320,000 | GFP response vs DMSO, % at 10 µM;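 active means GFP response vs DMSO above a set limit, about the screen mean plus 3 SD, cut at about 150% in these data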
* marks the source's active call; other numbers are inactive results; x = not tested or not shown.

SMILES	CR mimetic SO	Efflux pump inh	RPL19A TOR yeast	CIT2-GFP yeast	AGP1 TOR yeast	AHR activator	MEP2-GFP yeast	LAP4-GFP MLPCN
CCOC(=O)C1=C(C)NC(=S)NC1c1ccc(OCC(=O)N2CCCCCC2)c(OC)c1 (stereo not drawn)	101	0.3	92	95	63	1	98	83
O=c1cc(O)c2c(=O)[nH]c(=O)n(-c3ccccc3)c2[nH]1	78	-0.1	105	102	102	3	111	105
O=C(/C=C/c1c[nH]c2ccccc12)c1ccccc1	94	0.3	98	86	83	93*	88	101
COc1ccc(C(=O)NN2C(=O)C3C(c4ccccc4)C=CC(c4ccccc4)C3C2=O)cc1 (stereo not drawn)	97	0.0	105	103	104	3	105	104
CC(=O)N/C(=C\c1ccccc1)C(=O)N1CCOCC1	151	0.5	105	96	94	5	107	96
O=C(Nc1ccccc1OC(F)F)c1cc2c(s1)CCC2	102	0.0	98	99	96	13	109	98
Clc1ccc(NC2(c3nnnn3C3CCCCC3)CCCCC2)cc1	91	-0.1	100	104	102	1	102	100
O=c1oc(C2(O)CCCCC2)cc2ccc(-c3ccc4[nH]ccc4c3)cc12	106	-0.1	105	106	114	13	111	110
CNC(=O)C(NC(=O)CNC(=O)c1ccc(Cl)cc1)C(C)(C)C (stereo not drawn)	95	0.4	94	95	99	1	100	105
CS(=O)(=O)c1ccc(C(=O)N2CC(=O)Nc3ccccc32)cc1	104	0.1	91	88	90	4	107	84
Cn1c(C2CCCCC2)nc2cc(N)ccc21	113	0.1	107	104	100	41	102	96
Cc1cc(N2CCN(c3ccccc3)CC2)nc(N2CCOCC2)n1	92	0.1	101	103	111	-5	97	101
COc1ccc(N2CCN(C(=O)C3=NNC(=O)CC3)CC2)cc1	85	-0.4	103	101	106	4	100	98
COc1ccc(C(=O)C(CCC(CNC(C)(C)C)C(=O)c2ccc(OC)cc2)CNC(C)(C)C)cc1 (stereo not drawn)	96	0.2	97	105	98	-1	94	89
FC(F)(F)Oc1ccc(NC(=S)Nc2ccccc2N2CCOCC2)cc1	103	-0.1	98	95	93	14	102	102
CC(C)[C@H](NC(=O)c1cccc(CN(Cc2ccccc2)C(=O)c2ccccc2)c1)C(=O)O	99	0.1	98	102	103	0	96	112
CC1CC2(CCCC2)N(C(=O)N(C)C)c2ccc(F)cc21 (stereo not drawn)	108	-0.2	100	106	98	1	100	90
N#CC1=C(N)C(C#N)(C#N)C(c2cccnc2)C2COCC=C12 (stereo not drawn)	101	-0.1	99	103	106	4	104	102
COc1ccccc1OCCNC(=O)c1ccc(S(=O)(=O)N(C)C)cc1	98	0.0	98	104	103	3	97	98
CCOCCCNC(=O)C(NC(=O)c1ccc2c(c1)OCO2)c1ccc(Cl)cc1 (stereo not drawn)	115	0.0	102	106	109	1	107	107
COc1cccc2c(=O)n(CC(=O)N3CCCCCC3)ccc12	115	0.1	101	100	100	11	101	101
COc1ccc(C(=O)Nc2cc(C(F)(F)F)ccc2Cl)cc1OC	91	-0.1	109	107	106	23	114	129
COc1ccc(CCNC(=O)C2CCN(C(=O)N(C)C)CC2)cc1OC	113	0.1	94	90	92	3	105	102
Fc1ccc(/C=N/Nc2cc(N3CCOCC3)ncn2)cc1	106	0.4	103	99	102	30	101	90
CC(=O)C1=C(C)N(Cc2ccccc2)C(=O)N[C@H]1c1ccco1	98	-0.1	101	129	95	-2	100	140
COc1cc(-c2nc3n(n2)C(c2ccncc2)C2=C(CCCC2=O)N3)cc(OC)c1OC (stereo not drawn)	122	-0.1	101	98	104	10	99	98
Cc1ccc(-n2ncc3c(=O)n(CC(=O)N(C)C)cnc32)cc1	96	0.0	102	97	127	9	99	84
COc1ccc(N2CCN(C(CNC(=O)C(=O)NCCCn3ccnc3)c3cccnc3)CC2)cc1 (stereo not drawn)	73	-0.2	100	101	100	-1	97	92
CCOC(=O)N1CCN(c2ccc(C(F)(F)F)cn2)CC1	97	0.8	100	89	94	-6	100	102
O=C(NC1=NCCS1)c1cc(-c2ccc(F)cc2)nc2ccccc12	119	-0.1	99	91	86	30	102	95

Some of these compounds in order of molecular weight, rising:
SMILES	CR mimetic SO	Efflux pump inh	RPL19A TOR yeast	CIT2-GFP yeast	AGP1 TOR yeast	AHR activator	MEP2-GFP yeast	LAP4-GFP MLPCN
CC1CC2(CCCC2)N(C(=O)N(C)C)c2ccc(F)cc21 (stereo not drawn)	108	-0.2	100	106	98	1	100	90
CCOCCCNC(=O)C(NC(=O)c1ccc2c(c1)OCO2)c1ccc(Cl)cc1 (stereo not drawn)	115	0.0	102	106	109	1	107	107
COc1ccc(N2CCN(C(CNC(=O)C(=O)NCCCn3ccnc3)c3cccnc3)CC2)cc1 (stereo not drawn)	73	-0.2	100	101	100	-1	97	92

The list goes on:
SMILES	CR mimetic SO	Efflux pump inh	RPL19A TOR yeast	CIT2-GFP yeast	AGP1 TOR yeast	AHR activator	MEP2-GFP yeast	LAP4-GFP MLPCN
CC(=O)Nc1ccc2oc(C)nc2c1	108	0.3	102	x	102	-2	107	99
CCC1(c2ccc(OC)cc2)NC(=O)N(CC(=O)NC2CCCCC2C)C1=O (stereo not drawn)	85	0.0	95	100	93	0	98	96
O=C1CCCc2c1cc(C(=O)O)c(=O)n2-c1ccccc1	89	0.5	108	103	94	1	97	97
CC1CN=C(Nc2cccc(S(=O)(=O)N(C)C)c2)S1 (stereo not drawn)	107	-0.1	93	97	96	2	102	100
CCc1ccc(NC(=O)c2cc3c(C)nc4ccccc4c3o2)cc1	108	0.1	100	100	89	-12	101	100
COc1ccccc1NC(=O)C(C)OC(=O)COc1cccc2c1OC(C)(C)C2 (stereo not drawn)	93	0.1	94	102	98	3	102	97
COc1cc(/C=N/c2oc(C)c(C)c2C#N)cc(Br)c1O	99	0.0	98	97	96	1	98	101
Cc1cc(NC(=O)NCC(F)(F)F)no1	113	0.2	109	100	108	1	104	105
CC(=O)c1ccc(N2CCN(C(=O)Nc3ccc(F)cc3)CC2)cc1	91	-0.1	97	95	88	-1	104	88
CSc1sc(C)cc1/C=N/O	97	0.1	101	105	90	1	92	86
CCOc1cc(N2CCOCC2)c(OCC)cc1NC(=O)CSc1ncccc1C(=O)O	124	-0.1	103	104	102	0	96	93
O=C(Nc1cccc(C(F)(F)F)c1)N1CCN(C(=O)Nc2cccc(C(F)(F)F)c2)CC1	104	-0.1	98	93	101	2	113	104
CCN(CC)c1ccc(C=Nc2ccccc2)c(O)c1	105	-0.1	98	90	100	3	102	109
COCCN(Cc1nc2ccccc2c(=O)[nH]1)C(=O)COc1cccc(C(C)=O)c1	107	-0.1	102	99	104	5	99	99
CCC1C(=O)N(C)CCc2ccccc21 (stereo not drawn)	101	-0.2	102	99	104	-2	101	94
O=C(Cc1ccc(Br)cc1)N1CCN(c2ccccn2)CC1	77	11*	99	92	88	5	101	87
CCCCC1S/C(=N/N=C/c2cccs2)NC1=O (stereo not drawn)	98	-0.2	98	100	93	20	115	93
Cc1c(NC(=O)CSc2nnnn2C)c(=O)n(-c2ccccc2)n1C	99	-0.1	100	97	99	-3	103	108
COc1ccc(C2N(c3ccc(Cl)cc3)C(=O)C3CCCN32)cc1 (stereo not drawn)	86	-0.1	101	99	102	1	101	103
COc1cccc(N(C(=O)c2snc(C(N)=O)c2N)C(C(=O)NCC2CCCO2)c2cccs2)c1 (stereo not drawn)	110	-0.1	107	101	100	6	103	108
Cc1ccc(NC(=O)C2CCN(S(=O)(=O)c3ccc4c(c3)oc(=O)n4C)CC2)cc1	92	-0.4	96	105	103	-1	91	99
COc1ccccc1-c1nc(SCC(=O)Nc2ccccc2F)n[nH]1	100	-0.1	95	103	99	32	94	82
CCc1nc(N[C@@H](Cc2c[nH]c3ccccc23)C(=O)O)c2oc3ccccc3c2n1	87	0.0	89	86	90	15	96	90
O=C(Nc1ccccc1C(F)(F)F)C1CCN(C(=O)c2cccs2)CC1	101	0.2	102	101	99	-2	110	91
Cc1ccc(C(=O)NCCNS(=O)(=O)c2ccccc2)cn1	101	0.0	98	102	101	0	104	102
O=C(c1ccc(Cl)cc1)N1CCCC(C(=O)N2CCN(c3ccccc3)CC2)C1 (stereo not drawn)	107	0.5	94	80	92	1	90	100
Cc1ccc(-c2nnc(SCC(=O)N3CCN(c4ccccc4)CC3)o2)cc1	86	0.0	100	96	97	-1	97	101
c1ccc2c(CN3CCCCC3)csc2c1	100	-0.3	108	111	107	-1	109	100
O=C(O)/C=C/C(=O)NNc1ncnc2ccccc12	98	0.6	95	98	105	8	92	101
COC(=O)c1[nH]c2cc(C)ccc2c1NC(=O)CN1CCOCC1	83	0.0	97	103	102	24	89	108
CC(=O)Nc1cccc(N/C(N)=N/c2nc(C)cc(C)n2)c1	98	0.0	95	99	85	46	94	77
CCS(=O)(=O)CCSc1nc(C)cc(C)c1C#N	92	0.0	101	96	103	0	102	100
CCOC(=O)CNC1CC(=O)N(c2cccc(Cl)c2)C1=O (stereo not drawn)	93	0.0	94	91	93	-2	101	97
CCc1cc(-c2onc(C)c2-c2cscn2)c(O)cc1OC	107	0.3	116	95	97	17	116	105
COc1ccc(-c2cn(CCC(=O)NCc3ccc(C)cc3)c(CCN)n2)cc1	90	0.0	85	78	73	1	87	103
CCOC(=O)c1cc(-c2ccc(OC)cc2)nn1-c1ccccc1C(=O)O	98	0.0	95	85	95	-1	106	111
COc1ccc(Cc2nnc(NC(=O)c3ccc(OC)c(OC)c3)s2)cc1	94	0.2	105	102	99	33	107	95
COc1ccc(-c2cc3ccccc3oc2=O)cc1NC(=O)c1ccc([N+](=O)[O-])o1	104	-0.3	108	98	101	0	99	102
Cc1nc(C(F)(F)F)ccc1C(=O)N1CCCCC1	109	0.2	102	103	113	2	118	116
COc1cccc(/C(O)=C2\C(=O)C(=O)N(c3ccccn3)C2c2ccccc2OC)c1 (stereo not drawn)	81	-0.1	96	81	93	3	107	107
Cc1cc(C)n(-c2nc(-c3ccc(Cl)cc3)cs2)n1	93	0.3	98	94	90	60*	99	83
O=S(=O)(c1ccccc1)c1nc(-c2ccco2)oc1N1CCCCCC1	104	0.4	98	96	99	8	106	100
Cc1[nH]nc2c1C(c1ccsc1)C1=C(CC(C)(C)CC1=O)N2 (stereo not drawn)	105	0.0	98	110	102	-1	105	101
O=C1Nc2ccccc2Nc2ccccc21	102	0.0	98	96	99	3	98	94
COc1cccc(C(=O)NCCS(=O)(=O)N(C)C2CCCCC2)c1	99	0.0	101	108	110	4	96	105
COc1ccc2[nH]cc(CCNS(=O)(=O)c3ccc(C)cc3)c2c1	100	-0.2	110	106	105	8	109	97
CCC(c1nnnn1C(C)(C)CC)N(CCCO)Cc1cc2cccc(C)c2[nH]c1=O (stereo not drawn)	110	-0.2	92	95	92	44	95	90
c1ccc(C2(Cn3ccc4ccccc43)OCCO2)cc1	98	0.1	101	106	107	0	106	95
C=CCn1c(SCC(=O)N2CCc3ccccc3C2)nc2sc(C)c(C)c2c1=O	107	-0.9	102	105	106	1	109	97
CCOc1ccnc2c1c(=O)n(Cc1cc(OC)cc(OC)c1)c(=O)n2C	92	0.3	99	95	92	17	97	97
CCCN(CC1CC1)C(=S)Nc1ccc(Oc2ccccc2)cc1	91	-0.2	89	82	81	2	87	85
CCCCN(C)C(=O)c1sc2ncn(CC)c(=O)c2c1C	103	-0.1	94	100	96	0	97	97
Nc1nc(NCCCN2CCOCC2)nc(Nc2ccccc2F)c1[N+](=O)[O-]	87	0.0	99	106	109	2	101	133

Source: PubChem (several laboratories)

Rows are unselected; 3.9% or so of the library scored in one or more.
